From PubChem
PKM2 activator = qHTS Assay for Activators of Human Muscle isoform 2 Pyruvate Kinase | Pyruvate kinase PKM (Homo sapiens), P14618 | purified PKM2, Kinase-Glo ATP luminescence, activation; response scale: 0% is enzyme alone, no compound | Potency, µM (doses to about 57.5 µM), for the others: at the top dose activation, usual class: activators | 0.34% of 260,000 active; also: potency is read from the fitted curve at half-maximal effect; % is scaled to controls: 0 for no effect and ±100 for the full control effect; nearly all actives have a fitted effect of over 55% in size
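hPK-M2, >95% pure; 0.1 mM ADP / 0.5 mM PEP final; imidazole pH7.2 buffer w/ 7 mM MgCl2, 50 mM KCl; 1 h RT; Kinase-Glo lum. Intermediate enzyme activity for dual inhibitor/activator qHTS.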
Rab9 prom act = qHTS Assay for Rab9 Promoter Activators; Potency, µM (top dose mostly 9.22 µM), without a hit: top-dose activation, negative = inhibition, usual class: activators; Huh7 Rab9 promoter-luciferase reporter, luminescence, 24 h; 2.8% of 320,000 active; also: potency is read from the fitted curve at half-maximal effect; % of control where 0% means no effect; nearly all actives have a fitted effect of over 60% in size
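Stable Rab9-luc Huh7, 1500 cells/well, 2 h settle; cmpd in DMSO, 24 h, 37 °C/5% CO2; luciferase reagent 10 min RT; luminescence.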
FLuc counter = qHTS profiling assay for firefly luciferase inhibitor/activator using purifed enzyme and Km concentrations of substrates (counterscreen for miR-21 project) | purified FLuc, Km substrates, luminescence inhibition | Potency, µM (series often up to 57.5 µM), inactives show at the highest dose activity change, negative = inhibition, hits mostly inhibitors | Luciferin 4-monooxygenase (Photinus pyralis), P08659 | 6.9% of 360,000 active;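 also: potency is read from the fitted curve at half-maximal effect; plate controls were vehicle for no effect and reference inhibitor for full effect; nearly all actives have a fitted effect of over 55% in size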
Target sequence (P08659 whole entry, looked up): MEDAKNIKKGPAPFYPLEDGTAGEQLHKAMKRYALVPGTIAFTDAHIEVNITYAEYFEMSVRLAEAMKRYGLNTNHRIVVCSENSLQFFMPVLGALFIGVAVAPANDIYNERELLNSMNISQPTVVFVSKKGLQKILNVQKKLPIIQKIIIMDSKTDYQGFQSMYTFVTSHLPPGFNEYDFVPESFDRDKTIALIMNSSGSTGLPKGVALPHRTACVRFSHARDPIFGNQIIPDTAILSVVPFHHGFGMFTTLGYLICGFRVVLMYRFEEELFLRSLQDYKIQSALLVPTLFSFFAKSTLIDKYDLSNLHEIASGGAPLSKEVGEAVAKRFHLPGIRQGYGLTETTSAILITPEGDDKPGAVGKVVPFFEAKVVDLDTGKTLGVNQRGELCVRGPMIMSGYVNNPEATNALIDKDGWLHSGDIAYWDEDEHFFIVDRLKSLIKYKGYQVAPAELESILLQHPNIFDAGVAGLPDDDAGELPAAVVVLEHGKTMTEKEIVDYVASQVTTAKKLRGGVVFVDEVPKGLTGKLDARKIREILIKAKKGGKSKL
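Biochemical qHTS of compounds, final roughly 60 µM downward over six points, against 10 nM purified firefly luciferase using Km concentrations of substrates (10 uM D-luciferin, 10 uM ATP) in Tris acetate pH 7.5 buffer; luminescence output.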
Gal4-VP16 FLuc = VP16 counterscreen qHTS for inhibitors of ROR gamma transcriptional activity. Drosophila S2 Gal4-VP16 UAS-luciferase, luminescence, 20 h. AID 2546, 2010. Potency, µM (doses to about 53.6 µM), for the others: at the top dose activity, negative = inhibition, hits mostly inhibitors. 3.5% of 310,000 active;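 also: Gal4-VP16 expression switched on by copper sulfate through the metallothionein promoter; potency is read from the fitted curve at half-maximal effect; % is scaled to controls: 0 for no effect and ±100 for the full control effect; nearly all actives have a fitted effect of over 50% in size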
NPC1 promoter act = qHTS Assay for NPC1 Promoter Activators | Huh7 NPC1 promoter luciferase reporter, 24 h | Potency, µM (highest dose often 9.22 µM), inactives show top-dose activation, usual class: activators | 2.4% of 320,000 active | AID 485313, 2010;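 also: potency is read from the fitted curve at half-maximal effect; % of control where 0% means no effect; nearly all actives have a fitted effect of over 60% in size; reporter is driven by a mutant NPC1 promoter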
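Luminescence read-out of NPC1 promoter-driven luciferase in stably transfected Huh7 cells; compounds delivered in DMSO and left 24 h at 37C, 5% CO2, qHTS titration format.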
Giardia killer = Small Molecules that selectively kill Giardia lamblia: qHTS; 0.15% of 340,000 active; Giardia lamblia trophozoite viability; activity change, % at 7.66 µM, hits read low; in the data active = activity change below about -80%; inconclusive = between about -30% and that limit;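 also: parasites exposed to compound for two days anaerobically before the ATP read; % is scaled to controls: 0 for no effect and ±100 for the full control effect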
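Trophozoites 100 cells/well + cpd; 48 hrs, 37 deg C, anaerobic. ATPLite 1-Step added, 15-30 min RT, luminescence read (ATP-based viability).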
RORg inh = qHTS for inhibitors of ROR gamma transcriptional activity | AID 2551, 2010 | Potency, µM (series often up to 53.6 µM), inactives show at the top dose activity change, negative = inhibition, usual class: inhibitors | Nuclear receptor ROR-gamma (Mus musculus), P51450 | Drosophila S2 Gal4-RORgamma UAS-luciferase reporter, 20 h | 5.4% of 310,000 active; also: potency is read from the fitted curve at half-maximal effect; % is scaled to controls: 0 for no effect and ±100 for the full control effect; nearly all actives have a fitted effect of over 60% in size
Target sequence (P51450 whole entry, looked up, the tested form may be a part): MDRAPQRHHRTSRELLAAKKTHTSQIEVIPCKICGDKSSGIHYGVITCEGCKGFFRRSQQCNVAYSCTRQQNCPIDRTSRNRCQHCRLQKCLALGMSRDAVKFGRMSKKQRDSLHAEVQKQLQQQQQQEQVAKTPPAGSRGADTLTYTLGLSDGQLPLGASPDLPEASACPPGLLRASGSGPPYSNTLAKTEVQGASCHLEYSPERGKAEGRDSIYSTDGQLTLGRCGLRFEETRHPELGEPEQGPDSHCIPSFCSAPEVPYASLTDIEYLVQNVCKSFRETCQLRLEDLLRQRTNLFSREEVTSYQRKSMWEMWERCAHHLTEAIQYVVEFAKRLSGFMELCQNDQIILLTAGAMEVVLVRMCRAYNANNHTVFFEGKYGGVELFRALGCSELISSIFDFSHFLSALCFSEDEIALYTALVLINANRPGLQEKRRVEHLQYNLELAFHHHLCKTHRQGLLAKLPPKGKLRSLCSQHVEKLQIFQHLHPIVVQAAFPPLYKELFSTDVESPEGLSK
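ROR gamma transcriptional activity was tracked as Gal4-UAS luciferase output in stably transfected Drosophila Schneider cells, with compound added 1 hr before 700 uM copper sulfate induction and a 20 hr ambient-temperature incubation.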
Menin-MLL TR inh = qHTS Assay for Inhibitors Targeting the Menin-MLL Interaction in MLL Related Leukemias: Competition With Texas Red Labeled MLL-derived Mutant Peptide; O00255; Menin + Texas Red MLL mutant peptide, fluorescence polarization; Potency, µM (series often up to 61.6 µM), for the others: at the highest dose FP activity change, negative = inhibition, usual class: inhibitors; 0.23% of 270,000 active; AID 1768, 2009; active = well fitted inhibition curve with a large enough effect in the polarisation, with a control signal flat, not every such curve was filed as active; inconclusive = small, poorly fitted or top-dose-only effect, or effect the other way, or a change in a side signal; inactive = no such curve, though single readings can be large or run the other way; the % refers to the polarisation; also: potency is read from the fitted curve at half-maximal effect; % of control where 0% means no effect; many of its hits are not listed in these tables
ELG1 genotoxic = qHTS screen for small molecules that induce genotoxicity in human embryonic kidney (HEK293T) cells expressing luciferase-tagged ELG1 | 1.3% of 330,000 active | AID 504466, 2011 | Potency, µM (doses to about 46 µM), without a hit: top-dose activity change, positive = activation, usual class: activators | HEK293T ELG1-luciferase reporter, luminescence, 16 h; also: potency is read from the fitted curve at half-maximal effect; % of control where 0% means no effect; nearly all actives have a fitted effect of over 60% in size
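DMSO vehicle served as control against compound-treated ELG1-luciferase HEK293T cells; exposure lasted 16 hr at 37 °C and 5% CO2, followed by ONE-Glo luminescence detection after 30 min.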
p53 reactivator = qHTS assay for re-activators of p53 using a Luc reporter. H1299 p53-A138V BP100-luciferase reporter, luminescence, 24 h. Potency, µM (highest dose often 92.2 µM), inactives show at the top dose activity change, positive = activation, usual class: activators. 0.063% of 320,000 active; also: potency is read from the fitted curve at half-maximal effect; % of control where 0% means no effect; nearly all actives have a fitted effect of over 45% in size
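H1299 (p53-null), stable ts p53-A138V + BP100-Luc; 1000 cells/well, Opti-MEM/10% FBS; cpd 4 pt, 1:5; 24 h, 37 deg C, 5% CO2; detection reagent 10 min RT; luminescence.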
BRCA1 expr act = qHTS Assay to Identify Small Molecule Activators of BRCA1 Expression; MCF7-BRCA1-FFLuc reporter, luminescence, 48 h; response scale: scaled: vehicle 0%, 10 µM genistein 100%; 1.1% of 380,000 active; Potency, µM (series often up to 46.1 µM), for inactives: top-dose activation, most hits filed as activators; AID 624202, 2012; also: potency is read from the fitted curve at half-maximal effect; nearly all actives have a fitted effect of over 80% in size; some results filed as inactive show a strong effect at the top dose
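First, MCF7-BRCA1-FFLuc cells (2000/well) attach for 2 h; next, compounds are pin-added and incubated 48 h at 37 °C; finally, luciferase reagent is added and luminescence read after 15 min.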
* = called active by the depositor; ? = inconclusive; nt = not tested or not shown; & = joins results of further samples; [ ] = dose if it differs, or a comment. Unless noted, calls follow the shape of the dose curve; as a rule, active = well fitted curve in the direction sought with a large enough effect; inconclusive = small, poorly fitted or top-dose-only effect, or another doubt; inactive = no such curve, though single readings can be large; an effect the other way counts as inactive or inconclusive.

Sequence of screens: PKM2 activator, Rab9 prom act, FLuc counter, Gal4-VP16 FLuc, NPC1 promoter act, Giardia killer, RORg inh, Menin-MLL TR inh, ELG1 genotoxic, p53 reactivator, BRCA1 expr act
Cn1c(C(=O)N2CCCc3ccccc32)cc2c(=O)n3ccccc3nc21
→ 17%, 5%, -12%, -3%, 4%, nt, 6%, 6%, -7%, 0%, nt
CCCn1nnc(NC(=S)NC(=O)CC)n1
→ 1%, 1%, 0%, 10µM*, 0%, 0, 7.1µM*, 0%, 0%, 5%, 5%
CC1C(=O)NN=C1C(=O)N/N=C/c1cccs1 (configuration not stated)
→ -22%, 4%, ?, -15%, 6%, 3, -7%, -5%, 8%, 6%, 21%
COC(Cn1c2c(c3cc(C)ccc31)CCCC2NCc1ccccc1)OC (configuration not stated)
→ 0%, -3%, 3%, 13%, 0%, 3, -20%, nt, -6%, 5%, -16%
Cc1ccccc1CSc1nc2c(c(=O)[nH]1)CCCC2
→ 2%, 4%, 0%, ?, -1%, nt, 9%, 2%, 0%, -2%, nt
CCCOc1ccc(C(=O)CCNc2ccc(C)c(Cl)c2)cc1
→ 3%, 2%, -2%, -6%, -1%, -6, -11%, 17%, -1%, -6%, -15%
CC(=O)Nc1ccc(-n2nnnc2SCC(=O)NC2CCCC2)cc1
→ 4%, -2%, 3%, 2%, -3%, 15, 8%, 9%, 0%, 3%, -18%
CCCc1ccc(NC(=O)C2CCN(c3cnccn3)CC2)cc1
→ nt, -8%, 0%&1%, 7%, -7%, -14, 20%, nt, -1%, -11%, -17%
CCN(C(=O)COc1cc(OC)ccc1C(C)=O)C1CCS(=O)(=O)C1 (configuration not stated)
→ nt, -1%, 2%, nt, -2%, -14, nt, nt, 0%, -2%, 43%
COC(=O)C1=C(C)N(c2cc(C)cc(C)c2)/C(=C/c2ccco2)C1=O
→ -1%, 2%, 4%, 7%, -18%, -1, ?, -15%, 0%, -1%, 10%
Cc1cc(C)c(NC(=O)CS(=O)CC(=O)NCCN2CCCCCC2)c(C)c1 (configuration not stated)
→ -1%, 0%, 1%, -1%, -1%, 9, -12%, -15%, -2%, -8%, -14%
Cc1cnc2cc(Cl)ccc2c1SCC(=O)O
→ 0%, -1%, 4%, 18%, 0%, -6, 7%, -24%, -1%, -3%, -15%
Cc1ccccc1NS(=O)(=O)c1ccc2[nH]c(=O)[nH]c2c1
→ 12%, -10%, 0%, -3%, 0%, -10, 2%, 13%, 0%, 14%, 0%
COn1c(SCc2ccc(C)cc2C)nc2ccccc2c1=O
→ 1%, 0%, 1%, 1%, 0%, 17, ?, ?, -6%, 12%, -84%
CCCC(C)c1nnc(NC(=O)C2CC(=O)N(CCc3ccc(F)cc3)C2)s1 (configuration not stated)
→ -14%, -4%, -13%, -7%, 0%, -16, ?, -14%, -9%, 0%, -11%
O=C(CSc1nnc(-c2cccs2)n1CC1CCCO1)N1CCCC1 (configuration not stated)
→ -23%, 2%, 1%, 2%, -10%, 1, 21%, -12%, -2%, 8%, -2%
O=C(CSc1n[nH]c(-c2ccco2)n1)Nc1ccccc1F
→ 0%, 7%, 2%, 24%, -2%, -10, -18%, 1%, 0%, 3%, -4%
O=C(COC(=O)C1CCCCC1)Nc1cc([N+](=O)[O-])ccc1F
→ -2%, 2%, 2%, -1%, -7%, 2, -8%, 14%, 3%, 2%, -10%
CCC(C)c1ccc(NC(=O)CC(C)=O)cc1 (configuration not stated)
→ 13%, 29%, ?, ?, 18%, -11, ?, 9%, ?, 9%, 57%
CCOc1cc(C(=O)Nc2ccc(C(=O)NCCN(CC)CC)cc2)ccc1OCC(=O)N1CCOCC1
→ nt, -2%, -1%, nt, 0%, 2, nt, nt, 1%, 6%, 5%

Compound profiles (already shown). Order of values: PKM2 activator	Rab9 prom act	FLuc counter	Gal4-VP16 FLuc	NPC1 promoter act	Giardia killer	RORg inh	Menin-MLL TR inh	ELG1 genotoxic	p53 reactivator	BRCA1 expr act
`Cn1c(C(=O)N2CCCc3ccccc32)cc2c(=O)n3ccccc3nc21` is listed with 17%	5%	-12%	-3%	4%	nt	6%	6%	-7%	0%	nt
`COC(Cn1c2c(c3cc(C)ccc31)CCCC2NCc1ccccc1)OC` (configuration not stated) is listed with 0%	-3%	3%	13%	0%	3	-20%	nt	-6%	5%	-16%
`O=C(CSc1nnc(-c2cccs2)n1CC1CCCO1)N1CCCC1` (configuration not stated) is listed with -23%	2%	1%	2%	-10%	1	21%	-12%	-2%	8%	-2%
`CCCn1nnc(NC(=S)NC(=O)CC)n1` is listed with 1%	1%	0%	10µM*	0%	0	7.1µM*	0%	0%	5%	5%

Next part:
Sequence of screens: PKM2 activator, Rab9 prom act, FLuc counter, Gal4-VP16 FLuc, NPC1 promoter act, Giardia killer, RORg inh, Menin-MLL TR inh, ELG1 genotoxic, p53 reactivator, BRCA1 expr act
CC(=O)Nc1ccc(S(=O)(=O)NC2(C(F)(F)F)C(=O)Nc3c2c(=O)n(C)c(=O)n3C)cc1 (configuration not stated)
→ -1%, 0%, -2%, 2%, -1%, 6, 16%, nt, 0%, 1%, -16%
COc1cccc(C(=O)Nc2c3c(nn2-c2ccc([N+](=O)[O-])cc2)CS(=O)(=O)C3)c1
→ nt, -2%, -2%, -3%, 0%, 13, 36%, 39%[activator], 0%[9.26 µM], -6%, -18%
Cc1cc(C)c(C#N)c(OCC(=O)c2ccc(Br)cc2)n1
→ 8%, 6%, -1%, -14%, 1%, 3, ?, -3%, -1%, 6%, -72%
CSCCC(NS(=O)(=O)c1ccc(C)cc1)C(=O)NNC(=O)c1csc(N2CCOCC2)n1 (configuration not stated)
→ nt, 2%, 2%, -12%, 0%, -19, 3%, nt, 0%, 5%, -3%
O=C(CCN1CCN(c2ccccc2F)CC1)c1ccc(Br)cc1
→ -1%, -5%, -8%, ?, -2%, 15, ?, 3%, 1%, -26%, -44%
CCn1c(CNc2cccc(C(F)(F)F)c2)n[nH]c1=S
→ -5%, -3%, -7%, -11%, -2%, -18, ?, 20%, -1%, -2%, -8%
COCCCN=Cc1c(-c2ccccc2)[nH]n(-c2nc3ccccc3s2)c1=O
→ -3%, 1%, 15µM*, ?, -6%, -6, 8.9µM*, nt, 1%, 11%, 1%
CC(C)(C)c1ccc(NC(=O)N2CCN(c3ccc([N+](=O)[O-])cn3)CC2)cc1
→ 7%, -28%, ?, ?, -22%, 21, 40%, nt, -8%, 4%, -35%
Cc1ccc(S(=O)(=O)n2c(N)nc3ccccc32)cc1
→ 4%, -6%, 0%, ?, -1%, -14, 22%[1.91 µM], 0%, 0%, nt, 2%
CN1CCN(C(=O)CSc2nnc(COc3ccccc3)o2)CC1
→ nt, -1%, 6%, -15%, -1%, 1, -9%, 0%, -1%, -3%, -1%
COC(=O)Nc1sc2c(c1C(N)=O)CCCCCC2
→ -13%, -9%, ?, 1%, 0%, 3, 27%, 4%, 0%, -6%, 0%
COc1ccccc1NC(=O)Cn1nc(C(F)(F)F)c2c1CCCC2
→ -16%, -1%, -9%, -9%, 11%, -5, 21%, -1%, -1%, -13%, -23%
CCOc1ccc(N2C(=O)CC(NCCNc3ccc(C(=O)c4cccs4)cc3)C2=O)cc1 (configuration not stated)
→ -4%, 0%, -14%, -7%, -3%, 42[activator], ?, -27%, -7%, -1%, -8%
O=C(O)CCC(=O)Nc1ccc(-c2nc3ccc(C(=O)c4ccccc4)cc3[nH]2)cc1
→ -36%, 3%, 11µM*, -4%, 0%, 6, 21%[1.91 µM], 9%, 9%, ?, 13%
Cc1ccc(C(=O)NCCc2cccc(Cl)c2)cc1[N+](=O)[O-]
→ -4%, 25%, 27µM*, 7%, 22%, -7, ?, 1%, 13%, ?, 52%
C/C(O)=C(\C#N)P(=O)(c1ccccc1)c1ccccc1
→ -19%, -7%, -3%, ?, 0%, 15, 4%, nt, -2%, 2%, -5%
Cc1ccc(S(=O)(=O)Cc2ccc(C(=O)OCc3ccccc3)cc2)cc1
→ 3%, 2%, -1%, 0%, -3%, -10, -3%, 5%, -9%, 0%, -34%
OCCn1c(C(F)(F)F)nc2ccccc21
→ -15%, 0%, -3%, 1%, 0%, -4, -26%, 6%, -5%, -8%, -10%

These rows are one share of the data; rates above refer to the full screens.
